Compound activity as filed in PubChem BioAssay.
mIAP act: increases mouse intestinal alkaline phosphatase activity; muIAP, CDP-Star luminescence, 30 min; active compounds read high; 1 = vehicle-only enzyme signal, 0 = enzyme-free wells; activation factor at 10 µM; actives 0.24% (n = 330,000);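 active = activation factor of at least 2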; also: the source names both 10 and 20 µM as test concentration; values of inactives mirror those of a sister screen read the other way
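System: Mouse IAP enzyme | Also added: CDP-Star substrate | Dosing: Compounds dispensed in DMSO | Schedule: 30 min enzyme-substrate-compound incubation at room temperature | Technique: Chemiluminescence readout | Control set: DMSO-only wells and no-enzyme negative control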
NALP3 yeast inh: NALP3 inhibition in yeast | actives 0.39% (n = 330,000) | AID 2825 | Yeast reconstituted NLRP3/ASC/caspase-1, beta-gal luminescence, 24 h | inhibition, % at 10 µM;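 active = inhibition of 50% or more; inactive = inhibition below 50%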;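 also: plate controls were induced DMSO wells for no effect and uninduced yeast grown without galactose for full effect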
tim10-1 inh: growth inhibitors of tim10-1 mutant yeast. actives 2.2% (n = 330,000). inhibition, % at 20 µM. S. cerevisiae tim10-1 ts strain growth, BacTiter-Glo, 24 h;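 active = inhibition of at least 40%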;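 also: mutant grown at 25 °C; 0% = DMSO wells with yeast and 100% = wells holding no yeast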
ATG4B inhibitor: ATG4B (human) cysteine protease inhibition; ATG4B cleavage of LC3-PLA2, NBD-HPC fluorescence, 1 h; inhibition, % at 8.33 µM; actives 0.51% (n = 340,000); AID 504462; in the data active = inhibition above about 40%
Target sequence (Q9Y4P1 whole entry, looked up): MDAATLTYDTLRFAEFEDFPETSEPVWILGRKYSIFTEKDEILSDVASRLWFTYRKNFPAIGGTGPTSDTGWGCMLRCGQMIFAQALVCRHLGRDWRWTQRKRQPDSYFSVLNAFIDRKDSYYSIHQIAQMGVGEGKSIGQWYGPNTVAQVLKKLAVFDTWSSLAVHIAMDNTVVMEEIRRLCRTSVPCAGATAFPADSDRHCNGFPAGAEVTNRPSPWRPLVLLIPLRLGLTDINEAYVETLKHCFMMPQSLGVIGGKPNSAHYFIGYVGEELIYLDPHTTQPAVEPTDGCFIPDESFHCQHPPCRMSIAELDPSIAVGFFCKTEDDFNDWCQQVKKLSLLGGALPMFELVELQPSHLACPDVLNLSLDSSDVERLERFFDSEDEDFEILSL
hIAP activ: increases human intestinal alkaline phosphatase activity; purified human IAP, CDP-Star luminescence, 30 min; active compounds read high; 1 = vehicle-only enzyme, 0 = enzyme-free background; actives 0.16% (n = 330,000); activation factor at 10 µM; AID 2524; P09923;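 active = activation factor of the enzyme at least 2-fold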; also: the source names both 10 and 20 µM as test concentration; values of inactives mirror those of a sister screen read the other way
Target sequence (P09923 whole entry, looked up): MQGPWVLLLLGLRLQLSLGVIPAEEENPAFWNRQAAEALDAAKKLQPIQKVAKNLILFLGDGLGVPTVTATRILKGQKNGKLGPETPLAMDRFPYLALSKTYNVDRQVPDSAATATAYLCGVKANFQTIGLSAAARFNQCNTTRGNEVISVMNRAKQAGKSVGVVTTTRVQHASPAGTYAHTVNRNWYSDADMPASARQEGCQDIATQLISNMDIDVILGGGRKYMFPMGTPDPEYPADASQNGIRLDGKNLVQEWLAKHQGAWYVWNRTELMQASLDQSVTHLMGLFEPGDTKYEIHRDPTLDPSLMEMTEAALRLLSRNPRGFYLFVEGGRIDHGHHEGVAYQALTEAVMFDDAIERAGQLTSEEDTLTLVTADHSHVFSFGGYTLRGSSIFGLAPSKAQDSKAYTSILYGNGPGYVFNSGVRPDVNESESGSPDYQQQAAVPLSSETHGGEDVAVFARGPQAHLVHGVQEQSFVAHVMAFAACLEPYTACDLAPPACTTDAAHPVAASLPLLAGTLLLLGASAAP
hIAP block: blocks human intestinal alkaline phosphatase; P09923; purified IAP, CDP-Star luminescence, 30 min; inhibition, % at 10 µM; actives 0.12% (n = 330,000);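 active = inhibition reaching a set limit with compound at 10 µM in the primary screen, cut at about 35% in these data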;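 also: plate controls were DMSO wells with enzyme for no effect and no-enzyme buffer wells for full effect; values of inactives mirror those of a sister screen read the other way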
mIAP block: mouse IAP inhibition | purified mouse IAP, CDP-Star luminescence, 30 min | inhibition, % at 10 µM | actives 0.2% (n = 330,000);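 active = inhibition of at least 40% at 10 µM in the primary screen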;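 also: plate controls were DMSO with enzyme for no effect and no enzyme wells for full effect; values of inactives mirror those of a sister screen read the other way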
Apaf-1 inh: blocks human Apaf-1 apoptosome activity. O14727. reconstituted apoptosome caspase-3 activity, DEVD-Rh110 fluorescence. inhibition, % at 20 µM. actives 0.71% (n = 330,000). AID 489030; active = inhibition of at least 40% at 20 µM;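 also: plate controls were DMSO wells for no effect and DEVD-CHO caspase inhibitor wells for full effect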
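Material: reconstituted apoptosome with Apaf-1, cytochrome c, caspase-9, procaspase-3, dATP; medium: pH 7.5 Hepes buffer with CHAPS, BSA, DTT; also added: cytochrome c and DEVD-Rh110 substrate; timing: 30 min plus 50 min, RT; signal: Rh110 fluorescence intensity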
TIM10 inh: inhibits growth of TIM10 yeast strain | inhibition, % at 10 µM | S. cerevisiae TIM10 strain growth, BacTiter-Glo luminescence, 24 h | AID 463195 | actives 1.4% (n = 330,000);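 active = inhibition of 40% or more at the single tested concentration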;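 also: wild-type TIM10 isogenic control strain grown at permissive 25 °C; 0% = DMSO yeast wells and 100% = minimal medium wells without yeast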
* = called active by the depositor. Random draw from the library; any-hit rate near 4.5%.

SMILES	mIAP act	NALP3 yeast inh	tim10-1 inh	ATG4B inhibitor	hIAP activ	hIAP block	mIAP block	Apaf-1 inh	TIM10 inh
CCN(CC)N=Nc1ccc(S(=O)(=O)N2CCSC2C(=O)O)cc1 (centres undefined)	1.1	-1	13	9	1.2	-15	-8	8	0
Cc1cccc(Nc2nc(CC(=O)O)cs2)c1	0.93	5	9	3	0.99	1	8	-3	12
Cc1ccc(-c2cc3nc(-c4ccccc4)cc(N)n3n2)cc1	1.1	0	-1	-4	1	-1	-6	-8	0
COc1ccc(NC(=S)NC(NC(C)=O)C(Cl)(Cl)Cl)c([N+](=O)[O-])c1 (centres undefined)	0.86	16	4	-5	0.96	4	14	-7	7
Cc1ccsc1/C=N/NC(=O)CNC(=O)c1ccc(S(=O)(=O)N2CCOCC2)cc1	0.94	-1	4	-12	1.3	-32	6	-4	-15
COCc1[nH][nH]c(=O)c1C=NCC(=O)OC	0.96	-4	-1	3	1.2	-16	4	-4	4
COc1ccc(NC(=O)OCC(C)C)cc1OC	0.97	33	8	-1	0.93	7	3	9	2
O=C(Nc1ccncc1)OCc1ccccc1	0.99	17	9	5	1.1	-12	1	1	-9
Cc1[nH]n(-c2ncc(-c3ccccc3)s2)c(=O)c1C(c1ccc(Br)cc1)C(C#N)C#N (centres undefined)	0.81	17	37	39	0.81	19	19	13	30
CC(C)c1cc(Br)ccc1OCCN1C(=O)NC(C)(C)C1=O	0.97	21	-10	2	0.97	3	3	2	13
O=C(c1ccc(C(F)(F)F)n(Cc2ccc(Cl)cc2)c1=O)N1CCOCC1	1	2	14	-15	0.85	15	-3	9	9
CN(C)C(=O)CSc1ncccc1-c1nc2ccccc2[nH]1	1	6	10	-10	1.1	-11	-2	-16	2
CCCCNC(=O)C1CCN(C(=O)C2CCN(S(=O)(=O)c3ccc(C)cc3)CC2)CC1	0.97	3	19	-3	1.2	-23	3	-4	4
COc1ccc(NC(=O)CN(C)C(=O)Cc2c[nH]c3ccccc23)cc1	1.1	12	-16	-10	0.93	7	-5	-6	12
O=C(NCC1CCCO1)c1cc(S(=O)(=O)N2CCOCC2)ccc1Cl (centres undefined)	1	10	10	9	0.75	25	-1	9	-1
Cc1ccc(S(=O)(=O)N2CCN(C(=O)CCn3nc(C)c(C)c3C)CC2)cc1	1.1	-16	25	-2	1	0	-10	2	-2
c1cncc(-c2nnc3n2C2(CCCCC2)Cc2ccccc2-3)c1	1.1	-5	-6	28	0.97	3	-8	-18	-6
CCCCC(NC(=O)c1cccc(Br)c1)C(=O)O (centres undefined)	0.96	10	3	-7	0.91	9	4	25	-2
OC1CCCN(c2ncnc3c2nnn3Cc2c(F)cccc2Cl)C1 (centres undefined)	0.92	3	15	-13	1	-4	8	7	24
CC(=O)NN1C(=O)c2ccc3c4c(ccc(c24)C1=O)C(=O)N(NC(C)=O)C3=O	0.96	26	17	-3	0.96	4	4	22	12
CC(=O)c1cc(CC(=O)N2CCc3c([nH]c4ccccc34)C2c2ccccn2)cs1 (centres undefined)	1	9	-9	23	0.97	3	-2	10	-12
CC(=O)NC(c1ccccc1)c1nc2ccccc2[nH]1 (centres undefined)	1.1	-6	11	-18	0.97	3	-7	-12	-3
O=C(CSc1nnc2c(n1)[nH]c1ccc(F)cc12)OCc1ccccc1	0.88	-2	6	-10	1.1	-10	12	1	-25
Cc1cc(C)n(-c2ccc(C(=O)OCC(=O)c3ccc(Br)s3)cc2)n1	0.93	11	21	32	0.97	3	7	16	25
O=C(Nc1nc(-c2ccccc2)cs1)C1CCCN(S(=O)(=O)c2ccccc2)C1 (centres undefined)	1.4	-4	10	-4	0.89	11	-42	9	27
CCCn1c(SCC(=O)N(CC)CC)nnc1-c1ccncc1	1	1	6	7	0.78	22	0	-6	5
COCCNC(=S)N1CCCC(CO)C1 (centres undefined)	1.1	33	-6	-6	0.91	9	-5	-12	4
Cn1ncc2nnn(-c3ccccc3)c(=O)c21	1	6	13	5	1.1	-15	-2	-9	-2
Cc1ncoc1C(=O)NCc1ccccc1Cl	0.98	8	7	1	0.91	9	2	-16	-5
Cc1cccc(C)c1NC(=O)c1nc(S(=O)(=O)Cc2ccccc2)ncc1Cl	1.1	22	36	-4	0.97	3	-6	0	6
CCOc1ccccc1OCC(=O)Nc1cccc(S(=O)(=O)NC2=NCCCCC2)c1	1	-1	21	2	0.84	16	0	-5	4
CCC(Oc1ccccc1)C(=O)N(Cc1ccccc1)c1ccccn1 (centres undefined)	0.9	12	19	-7	1.1	-8	10	-6	9
O=Cc1cccn1-c1cccc([N+](=O)[O-])c1	0.9	8	3	2	1	-2	10	-3	2
O=C(COc1cc(Cl)c(Cl)cc1Cl)NCCN1CCOCC1	0.96	5	25	3	1	-4	4	6	15
COc1ccccc1NC(=S)NC(=O)c1ccc(Cn2cc(Br)cn2)cc1	0.91	19	24	1	0.97	3	9	3	0
O=C(Nc1cccnc1)c1ccc([N+](=O)[O-])s1	0.89	10	14	-4	0.87	13	11	8	56*
CC1(OC(=O)C2CCCC2)C(=O)C=C2C=C(c3ccsc3)N(Cc3ccco3)C=C2C1=O (centres undefined)	0.77	23	5	7	1.2	-22	23	20	7
NC(=O)C1CCN(C(=O)c2cc(S(=O)(=O)N3CCOCC3)ccc2Cl)CC1	0.94	-2	-1	1	0.97	3	6	-15	2
CC(=O)c1ccc(NS(=O)(=O)c2cc3c(cc2C)N(C)CCO3)cc1	0.96	6	13	7	1	-2	4	-10	16
Cc1cc(C(=O)N/N=C/c2ccc(-c3ccccc3Cl)o2)n[nH]1	0.87	19	-7	28	1.6	-57	13	15	15

A different layout for part of the listing above.
Below each compound: mIAP act | NALP3 yeast inh | tim10-1 inh | ATG4B inhibitor | hIAP activ | hIAP block | mIAP block | Apaf-1 inh | TIM10 inh
O=C(Nc1cccnc1)c1ccc([N+](=O)[O-])s1
→ 0.89 | 10 | 14 | -4 | 0.87 | 13 | 11 | 8 | 56*
CCC(Oc1ccccc1)C(=O)N(Cc1ccccc1)c1ccccn1 (centres undefined)
→ 0.9 | 12 | 19 | -7 | 1.1 | -8 | 10 | -6 | 9

Back to the main list with the 3 entries that preceded the break.
SMILES	mIAP act	NALP3 yeast inh	tim10-1 inh	ATG4B inhibitor	hIAP activ	hIAP block	mIAP block	Apaf-1 inh	TIM10 inh
NC(=O)C1CCN(C(=O)c2cc(S(=O)(=O)N3CCOCC3)ccc2Cl)CC1	0.94	-2	-1	1	0.97	3	6	-15	2
CC(=O)c1ccc(NS(=O)(=O)c2cc3c(cc2C)N(C)CCO3)cc1	0.96	6	13	7	1	-2	4	-10	16
Cc1cc(C(=O)N/N=C/c2ccc(-c3ccccc3Cl)o2)n[nH]1	0.87	19	-7	28	1.6	-57	13	15	15
CC(C)(C)c1cc(CN2CCOCC2)c(C(=O)O)o1	0.98	10	9	-7	1.1	-6	2	-1	4
Cc1c(C(=O)NCc2ccccc2)oc2ccc(S(=O)(=O)N3CCCC3)cc12	0.92	14	7	-3	0.94	6	8	17	12
O=c1c(-c2ccccc2)nnc2sc(COc3ccc(Br)cc3)nn12	0.96	7	-9	-5	0.9	10	4	-3	13
O=C(COC(=O)c1cccnc1)Nc1cccc2ccccc12	0.93	20	-7	-11	1	-3	7	5	1
CCCCN1C(=S)NC[C@@H]1Cc1ccccc1	0.91	19	28	0	0.89	12	9	13	4
CC(CCc1ccccc1)NC(=O)CNC(=O)N1CC(=O)Nc2ccccc21 (centres undefined)	1	19	-3	4	1.1	-7	-2	0	-1
O=C(c1ccccc1)C1CN(Cc2ccccc2)CCC1(O)c1ccccc1 (centres undefined)	1.1	13	6	5	1.1	-10	-7	11	23
CCC1(C)Cc2c(sc3[nH]c(=S)n(Cc4ccccc4)c(=O)c23)CO1 (centres undefined)	0.99	0	34	-10	1	0	1	9	27
OCC1(CCOc2ccccc2)CCN(Cc2ccccc2C(F)(F)F)CC1	0.89	18	5	33	1	-1	11	9	4
CCOC(=O)C1CCCN(C(=O)c2cccs2)C1 (centres undefined)	0.93	10	6	-3	1	0	7	-1	5
CC1CCCC(NC(=O)COC(=O)c2ccccc2NC(=O)c2ccco2)C1C (centres undefined)	0.86	-6	16	5	0.82	18	14	1	13
COc1ccc(CCNC(=O)C2CCC(=O)N(C3CCCCCC3)C2)cc1 (centres undefined)	1.1	1	17	-9	1.3	-27	-9	4	12
Cc1sc2nc(CN3CCOCC3)nc(NS(=O)(=O)c3ccccc3)c2c1C	1.1	16	5	-12	1.4	-42	-7	-4	9
COc1ccccc1-c1nnc(NC(=O)CSc2nncn2C)s1	0.98	4	11	-10	1.1	-10	2	-18	8
CCn1ncc(C2=NOC(C(=O)Nc3cccnc3)C2)c1C (centres undefined)	0.91	4	7	7	1	-3	9	-27	-6
Cc1ccc(CS(=O)(=O)CCC(=O)NCCCOC(C)C)cc1	1.1	14	-3	-15	0.98	2	-5	-4	2
COc1ccc(-c2cn(CCc3c[nH]c4ccccc34)nn2)cc1	0.94	23	-1	4	0.92	8	6	11	8
CCC(=O)N/C(=N/c1nc(C)cc(C)n1)Nc1ccccc1	1	25	33	8	0.92	8	-3	0	29
COc1ccc(C(c2oc(CO)cc(=O)c2O)c2oc(CO)cc(=O)c2O)cc1OC	1.2	-2	28	8	1.4	-40	-16	-7	-27
Cc1c(C(=O)NC(=S)Nc2ccc(NC(=O)c3cccs3)cc2)oc2ccccc12	0.93	4	-2	-6	0.9	10	7	-6	-25
COc1ccc(NC(=O)N(C)C[C@H]2Oc3ccc(NC(=O)Nc4c(C)noc4C)cc3C(=O)N([C@H](C)CO)C[C@H]2C)cc1	1.1	6	-8	1	0.87	13	-11	10	-1
CC(C)(C)NC(=O)NC(=O)COC(=O)c1cccc(F)c1	1	13	30	8	1	-4	-3	2	8
COc1ccccc1OCCOc1ccc(/C=C2\C(=N)N3N=C(C)SC3=NC2=O)cc1	0.89	18	9	6	1.2	-16	11	-5	20
Cc1cc(C)nc(Nc2n[nH]c(-c3ccc(C(C)(C)C)cc3)n2)n1	0.93	12	21	-4	1.2	-19	7	-3	18
CN(c1ccccc1)S(=O)(=O)c1ccc(C(=O)NCC(c2ccco2)N2CCCCC2)cc1 (centres undefined)	0.92	12	-8	3	0.96	4	8	12	5
O=C(c1ccccc1O)N1CCOCC1	1.1	-2	-18	12	1.2	-19	-11	-5	-27
CC(C)NC(=S)NC(=O)c1ccc(Cl)cc1Cl	0.88	-42	35	7	0.97	3	12	6	32
CC(C)N(CC#CCC1(O)c2ccccc2-c2ccccc21)CCO	1	14	-5	-7	0.98	2	-3	19	-4
O=C1C2C3C=CC(CC3)C2C(=O)N1c1ccccc1 (centres undefined)	1	11	-10	3	1.1	-7	0	-5	-6
COc1ccc(-c2cc(C(F)(F)F)nc(SCC(=O)NCc3ccco3)n2)cc1OC	1	18	15	-3	1.1	-13	-4	3	6
CCOC(=O)c1c(C)nc2c(C)cccn12	0.98	1	-13	-14	0.97	3	2	3	-14
Cc1cc(C(=O)NC2CCCCC2)c2cc(F)ccc2n1	0.96	10	7	0	0.88	12	4	-9	4
CN(C)C=NC(=O)c1cc(C(=O)c2ccc(C(C)(C)C)cc2)c[nH]1	0.95	3	14	4	1	0	5	11	25
O=C(C1CC1)N1CCc2cc(Br)cc(S(=O)(=O)NCCN3CCOCC3)c21	1	-8	1	-7	0.89	11	-4	-6	12
Cc1ccc(CNC(=O)c2ccc(N3CCC4(CC3)CC(c3ccccc3)=NO4)c(NC(=O)c3ccco3)c2)cc1	1	22	10	-69	1	-3	-5	6	9
